Screening data as filed in PubChem BioAssay.
IL1B secr inh: blocks inflammasome-driven IL-1 beta release; THP-1 LPS/ATP IL-1B secretion, AlphaLISA, 16 h; stronger effect = lower value; activity change, % at 57.5 µM; hit rate 4.7% among 360,000; AID 743279; in the data active = activity change below about -50%; inconclusive = mostly about -30% to -49%; also: % is scaled to controls: 0 for no effect and ±100 for the full control effect
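THP-1 cells pretreated 1 hr with compounds (up to 57.5 uM final), then stimulated with LPS (250 ng/mL final) plus ATP (1.25 mM final); secreted IL-1B measured by AlphaLISA after 16 hr, decreased signal indicating inhibition.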
KB-V1 cytotox: kills drug-selected multidrug resistant KB-V1 cells; KB-V1 MDR cells viability, CellTiter-Glo, 72 h; Potency, µM (series often up to 46.1 µM), for inactives: at the highest dose activity change, negative = cytotoxicity, usual class: cytotoxic; hit rate 3.4% among 400,000; also: potency is read from the fitted curve at half-maximal effect; % is scaled to controls: 0 for no effect and ±100 for the full control effect; nearly all actives have a fitted effect of over 60% in size
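Cells of the MDR subline KB-V1 are plated, dosed with compound at multiple concentrations, and incubated 72 h at 37 degrees C; CellTiter-Glo is then added and luminescence read after 10 min.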
GLP1R ag: activates the human GLP-1 receptor; P43220; HEK293 GLP-1R CRE-luciferase, luminescence, 4-6 h; cells express a hypersensitive GLP-1R form; Potency, µM (titrated, usually from 45.6 µM), inactives show at the highest dose activation, usual class: activators; hit rate 0.007% among 380,000; AID 624172; also: potency is read from the fitted curve at half-maximal effect; % of control where 0% means no effect
Target sequence (P43220 whole entry, looked up): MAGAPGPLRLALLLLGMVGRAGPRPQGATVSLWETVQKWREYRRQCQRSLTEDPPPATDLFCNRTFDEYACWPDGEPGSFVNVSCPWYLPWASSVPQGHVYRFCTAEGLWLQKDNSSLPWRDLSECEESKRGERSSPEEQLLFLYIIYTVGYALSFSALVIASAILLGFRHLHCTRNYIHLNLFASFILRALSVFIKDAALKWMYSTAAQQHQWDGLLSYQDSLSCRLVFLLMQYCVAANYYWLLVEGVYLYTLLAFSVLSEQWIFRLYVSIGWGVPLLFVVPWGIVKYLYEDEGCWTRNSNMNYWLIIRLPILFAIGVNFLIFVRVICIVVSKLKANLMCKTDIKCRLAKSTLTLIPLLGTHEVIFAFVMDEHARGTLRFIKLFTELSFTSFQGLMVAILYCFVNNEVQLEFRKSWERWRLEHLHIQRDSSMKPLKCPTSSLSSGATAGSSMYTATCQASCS
SW480 rerep: inducers of DNA re-replication in SW480 colon cancer cells; Potency, µM (series often up to 46.1 µM), inactives show at the top dose re-replication activation, usual class: activators; SW480 DNA re-replication, Hoechst DNA content imaging, 48 h; hit rate 1.8% among 340,000; also: potency is read from the fitted curve at half-maximal effect; % of control where 0% means no effect; nearly all actives have a fitted effect of over 55% in size
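DNA re-replication was detected as more nuclei of elevated Hoechst intensity after 48 hr exposure to compound (23 nL pinned per well of 250 cells).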
HT1080 IDH1KD tx: HT-1080 IDH1 knockdown cell toxicity (counter line) | AID 686971 | hit rate 2% among 360,000 | Potency, µM (doses to about 46.1 µM), for the others: at the top dose activity, negative = toxicity, usual class: cytotoxic | HT-1080 IDH1 knockdown viability, ATP luminescence, 48 h;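 also: potency is read from the fitted curve at half-maximal effect; 0% = DMSO wells and -100% = cell-free medium wells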
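Cytotoxicity counter-line: IDH1KD HT-1080, 48 h, CellTiter-Glo. Curves classed by r2, magnitude and activity.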
DRD3 agonist: activates the human D3 dopamine receptor; max activation, %; D3R DiscoveRx beta-arrestin cells, luminescence, 90 min; hit rate 0.58% among 410,000; P35462; in the data active = max activation above about 30%; also: 0% is about no effect; mostly tested at two doses, the higher about 12 µM
Target sequence (P35462 whole entry, looked up): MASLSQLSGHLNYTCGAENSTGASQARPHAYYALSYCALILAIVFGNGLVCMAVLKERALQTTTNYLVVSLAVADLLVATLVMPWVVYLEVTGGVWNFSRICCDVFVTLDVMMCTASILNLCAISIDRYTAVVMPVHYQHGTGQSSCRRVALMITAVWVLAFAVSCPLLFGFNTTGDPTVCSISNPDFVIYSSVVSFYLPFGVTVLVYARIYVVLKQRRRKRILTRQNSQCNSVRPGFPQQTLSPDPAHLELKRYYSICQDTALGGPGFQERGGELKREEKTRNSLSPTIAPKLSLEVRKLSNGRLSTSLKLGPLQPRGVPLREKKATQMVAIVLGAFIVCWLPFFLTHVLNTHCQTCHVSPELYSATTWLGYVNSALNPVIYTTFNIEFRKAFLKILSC
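Cells at 1500/well, incubated overnight, then treated with pinned compounds (dopamine as control) for 90 min at 37 degrees C. DiscoveRx reagent added for 30 - 60 minutes at room temperature; luminescence read.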
D3 antag: antagonists of human D3 dopamine receptor; P35462; D3R cells, DiscoveRx beta-arrestin luminescence, antagonist mode; stronger effect = lower value; max response, negative = inhibition, %; hit rate 2.5% among 360,000; AID 652054; in the data active = max response below about -50%; inconclusive = no clear call, values can overlap the other calls; also: % is scaled to controls: 0 for no effect and ±100 for the full control effect; mostly tested at two doses, the higher about 12 µM
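Cells expressing the human receptor were seeded at 1500 cells/well, incubated overnight at 37 degrees C in 5% CO2, then exposed to library compounds with dopamine controls for 90 minutes at 37 degrees C before luminescent detection.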
KB-3-1 tox: KB-3-1 parental cell cytotoxicity; AID 1347075; KB-3-1 viability, CellTiter-Glo ATP luminescence, 72 h; hit rate 1.4% among 400,000; Potency, µM (doses to about 46.1 µM), inactives show at the highest dose activity change, negative = cytotoxic, actives largely listed as cytotoxic; also: potency is read from the fitted curve at half-maximal effect; % is scaled to controls: 0 for no effect and ±100 for the full control effect; nearly all actives have a fitted effect of over 60% in size
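Screening of KB-3-1 cells (DMEM, 10% FBS, phenol-red free) ran from lowest to highest compound concentration; after 72 h at 37 °C viability was read luminescently and curves fitted.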
HT1080-NT tox: kills 2HG-producing HT-1080-NT fibrosarcoma cells; HT-1080-NT fibrosarcoma viability, CellTiter-Glo ATP luminescence, 48 h; Potency, µM (series often up to 46.1 µM), without a hit: at the highest dose activity, negative = less viability, most hits filed as cytotoxic; hit rate 1.6% among 360,000;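 also: NT is the 2HG producing partner of a matched IDH1 knockdown line; potency is read from the fitted curve at half-maximal effect; 0% = DMSO-treated cells and -100% = media-only wells without cells; nearly all actives have a fitted effect of over 55% in size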
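Compounds were tested in concentration-response format on HT-1080-NT cells for 48 hours at 37 degrees C. Cell viability came from CellTiter-Glo luminescence; curves were classified by r2, response magnitude and activity.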
Active calls of the source: *; ? = inconclusive; . = not tested or not shown; [ ] = another dose, or the depositor's remark. Unless noted, calls follow the shape of the dose curve; as a rule, active = well fitted curve in the direction sought with a large enough effect; inconclusive = small, poorly fitted or top-dose-only effect, or another doubt; inactive = no such curve, though single readings can be large; an effect the other way counts as inactive or inconclusive.

molecule	IL1B secr inh	KB-V1 cytotox	GLP1R ag	SW480 rerep	HT1080 IDH1KD tx	DRD3 agonist	D3 antag	KB-3-1 tox	HT1080-NT tox
CN1C(=O)N(C)C(=O)C2(Cc3cc([N+](=O)[O-])ccc3N3CCN(C(=O)c4ccccc4)CC32)C1=O (centres undefined)	-19.7	-20.4%	7.7%	0.4%	-19.0%	-3.4	-2.2	4.9%	-22.0%
CCOc1ccccc1N1C(=O)NC(=O)/C(=C/c2ccc3c4c(cccc24)CC3)C1=O	-89.4*	?	-0.2%	-5.4%	-8.2%	1.4	-52.0*	-5.1%	-10.5%
CC(Cc1ccccc1)NC(=O)C(c1ccc(N)cc1)c1ccc(N)cc1 (centres undefined)	0.0	-10.0%	-5.4%	2.8%	2.8%	1.8	17.7	-10.2%	22.8%
Cc1noc(C)c1C(=O)N1CCC2(CC1)Oc1ccc(F)cc1C(=O)C21CC(c2ccc(Cl)cc2)=NO1 (centres undefined)	?	-11.2%	-0.7%	?	-0.6%	-1.5	?	-0.3%	-3.7%
ClCCNc1nc2ccc(Cl)cc2[nH]1	-11.6	6.6%	15.9%	2.1%	-2.7%	4.0	-11.8	4.1%	0.8%
Cc1cnc[nH]1	-22.7	9.2%	14.4%	-63.4%[inhibitor]	13.1%	0.0	-19.3	0.0%	-9.7%
CCCC(C)c1nnc(NC(=O)CCS(=O)(=O)c2ccccc2)s1 (centres undefined)	-95.7*	-10.7%	2.3%	?	-20.7%	3.2	-0.3	-14.2%	-11.0%
CC(=O)c1c(O)n(-c2cccc(Cl)c2)c(=O)[nH]c1=O (tested in a mixture with another compound)	-9.8	-24.3%	3.5%	-1.6%[9.22 µM]	14.0%	2.7	2.3	0.2%	13.8%
O=C(COc1ccc(Cl)cc1Cl)N1CCN(C/C=C/c2ccccc2)CC1	-13.9	-13.5%	15.9%	10.4%	?	27.3	-19.8	2.3%	?
COc1ccc(CC(C)NC2CCCCCC2)cc1 (centres undefined)	-1.1	3.6%	14.9%	-1.5%	-11.3%	-23.4	-24.7	24.2%	1.7%
Cc1ccc(C2=NCC(=O)Nc3ccc(Br)cc32)cc1	24.9	-4.4%	0.5%	1.2%	-18.4%	4.3	13.6	-8.2%	-13.1%
Fc1ccc(C[n+]2c(-c3ccccc3)cc(-c3ccccc3)cc2-c2ccccc2)cc1	0.0	0.0%	-1.5%	3.5%	18.4µM*	-8.9	6.1	16.4µM*	16.4µM*
CCCCn1c(O)c(C(C)=NCCN2CCCCC2)c(=O)[nH]c1=O	-7.4	-10.3%	4.0%	-0.2%	-4.0%	-8.4	-71.3*	3.1%	-5.0%
Cc1nc2ccccc2c(=O)n1/N=C/c1cc(Br)cc(Br)c1O	149.2	-14.5%	0.4%	7.31µM*	?	-1.5	-19.9	27.1%	-25.0%
CCOC(=O)[C@]12Cc3cc(Cl)ccc3[C@H]1N(CC(=O)OC)C(=O)c1ccccc12	.	11.6µM*	-13.4%	.	7.31µM*	-5.6	-3.4	3.66µM*	5.8µM*
COc1cccc(CN2CCCC(C(=O)c3ccccc3SC)C2)c1O (centres undefined)	-12.7	0.0%	3.9%	8.0%	-22.3%	-14.8	-25.9	-7.1%	-17.6%
CCC(=O)c1cc(F)c(N2CCN(CC)CC2)cc1C	9.3	2.5%	-1.6%	2.2%	-0.1%	-3.2	-27.6	1.1%	-1.8%
FC(F)(F)C1=NC(C(F)(F)F)=NP(N2CCOCC2)(N2CCOCC2)=N1	16.9	0.0%	-3.1%	-1.9%	2.5%	2.1	?	-9.3%	5.5%
Cc1ccc(C(C)C)c(OCC#CCN2CCCC2)c1	0.0	10.8%	-7.4%	-1.0%	-0.2%	-0.4	?	-5.9%	-0.7%
CCOc1ccc(CN2CCN(C(=O)Cc3ccccc3)CC2)cc1	-11.0	-8.8%	1.3%	9.3%	-19.4%	-11.0	-16.4	-8.3%	-4.8%
CSc1ncc(Cl)c(C(=O)O)n1 (tested in a mixture with another compound)	6.4	-2.4%	-3.3%	2.0%	9.7%	1.5	19.4	14.0%	7.4%
C[C@]12CC[C@H](O)CC1=C([N+](=O)[O-])CC1C2CC[C@@]2(C)C1CC[C@@H]2O (some centres undefined)	11.0	?	8.7%	-2.1%	0.2%	-2.7	10.3	3.7%	0.9%
Cc1cccc(N2C(=O)NC(=O)/C(=C/c3ccc(N4CCOCC4)cc3)C2=O)c1	-2.9	-6.8%	1.4%	-18.1%	7.1%	7.7	11.6	-3.0%	7.2%
CSC1=NC(C)(C)CC2(C)Nc3ccccc3N12 (centres undefined)	?	-1.4%	-4.5%	-187.1%[inhibitor]	4.2%	15.6	15.8	14.1%	11.8%
c1ccc2c(CN3CCCCCC3)c[nH]c2c1	-9.0	-4.8%	1.4%	0.3%	-19.6%	-14.7	?	14.6µM*	-5.7%
O=C(CCl)NN=C(c1ccccc1)c1ccccc1	-77.0*	-17.4%	3.9%	?	-6.0%	-9.2	-19.1	?	12.1%
C/C(=N\Nc1ccccc1)c1c(O)n(-c2ccccc2)c(=O)[nH]c1=O	.	-10.6%	3.3%	5.7%	4.61µM*	-3.3	-6.3	-5.3%	?
O=[N+]([O-])c1ccc(Cl)c(Cl)c1Cl	-19.3	-1.9%	4.4%	-0.3%	1.2%	-79.9	-6.0	0.0%	-0.1%
CN(C)CC(C(=O)Cc1ccccc1)c1ccccc1 (centres undefined)	-96.4*	?	-8.2%	4.61µM*	8.2µM*	-22.4	-62.5*	8.2µM*	16.4µM*
COc1ccc(-c2nn(CCC#N)cc2C(=O)NCc2ccccc2)cc1	12.8	2.8%	-3.3%	-21.0%	3.0%	-3.1	6.9	15.8%	13.1%
CCS(=O)(=O)N1Cc2cc(C(=O)N(C)C)nc(-c3cccc(-c4ccc(F)cc4)c3)c2[C@H]1CCO	15.5	-14.6%	4.0%	.	23.1µM*	-6.3	8.0	9.4%	-1.6%
CCOC(=O)C1(c2ccccc2)CCN(CCC(=O)Nc2ccc(OC)cc2)CC1	-14.7	-11.1%	11.7%	.	-9.3%	3.0	-11.3	-7.3%	-12.1%
C=CC12CN(C)[C@@H]3C4CO[C@H](C[C@H]41)[C@]1(C(=O)Nc4ccccc41)[C@@H]32 (some centres undefined)	-11.6	-5.4%	-1.1%	1.8%	5.4%	0.7	25.5	0.0%	1.5%
O=C(CSC1c2ccccc2-c2ccccc21)N/N=C/c1ccccc1O	49.7	5.17µM*	6.3%	?	?	21.7	-15.1	?	4.47µM*
O=c1[nH]c(=S)n(C2CC2)c(O)c1/C=N/Nc1cccc2ccccc12	6.1	-15.2%	0.4%	-88.1%[inhibitor]	-9.0%	-1.0	2.7	7.2%	-0.9%
CCOC(=O)C1(CCOc2ccccc2)CCN(Cc2ccc(C)s2)CC1	-96.3*	-6.6%	4.0%	?	?	-16.4	-50.3*	?	-21.4%
NS(=O)(=O)c1ccc(-c2ccc(C=C3C(=O)NC(=O)NC3=O)o2)cc1	39.1	20.9%	17.4%	2.0%	9.4%	0.1	4.5	-3.1%	13.1%
CC(C)Cc1nnc(NC(=O)CCC(=O)N2CCN(CCOC(c3ccccc3)c3ccccc3)CC2)s1	-2.4	?	1.0%	1.1%	-19.3%	-11.6	-14.1	5.6%	-3.9%
CCCC(C)C1C(C#N)=C(N)Oc2c1c(=O)oc1ccccc21 (centres undefined)	1.3	-17.1%	-30.4%[inhibitor]	-0.1%	7.5%[9.24 µM]	3.2	0.0	-7.8%	-2.7%
CC(C)C[C@H]1C(=O)N2CCC[C@H]2[C@]2(O)O[C@](NC(=O)[C@@H]3C=C4c5cccc6[nH]cc(c56)C[C@H]4N(C)C3)(C(C)C)C(=O)N12	-1.7	-0.6%	-5.4%	?	-13.9%	-8.7	-75.8*	0.0%	-28.1%
CCC(=NCCCN(C)C)c1c(O)n(-c2ccc(OC)cc2)c(=O)[nH]c1=O	-5.9	?	1.1%	-4.9%	2.9%	3.8	16.5	0.5%	7.0%
C[N+](C)(C)c1ccccc1	8.7	10.7%	14.6%	-1.5%	-3.4%	-0.1	-4.6	0.0%	21.7%
CCOC(=O)C1SC2(C(F)(F)F)CC1(O)c1c(C)cc(C)nc1O2 (centres undefined)	-7.3	-10.3%	0.0%	-5.3%	0.8%	-2.8	?	-2.5%	0.1%
COc1cccc(N2CCN(Cc3ccc(Cl)cc3)CC2)c1	14.1	16.4µM*	-0.6%	-0.7%	-8.3%	-39.0	-93.6*	-14.0%	6.2%
CCC(C)n1c(O)c(/C=N/Nc2ccccc2)c(=O)[nH]c1=S (centres undefined)	-3.4	-21.7%	-1.8%	5.0%	-3.5%	0.9	4.8	13.5%	?
Cn1cccc1/C=C1\C(=O)NC(=O)N(Cc2ccccc2)C1=O	39.0	?	8.3%	-2.0%	?	-19.7	?	?	?

Some of the compounds tested; rates above refer to the full screens.
